Source: PubChem BioAssay
procasp7 counter – procaspase-7 activators, primary screen, counter-screen for procaspase-3 activator project, biochemical, absorbance, HTS, human; activation, % at 8.5 µM; Caspase-7 (Homo sapiens), P55210; 330,000 compounds, 0.093% hits; recombinant procaspase-7, Ac-DEVD-pNA absorbance 405 nm; D23A/D198A/D206A triple mutant, cannot self-cleave; scale: DMSO 0, 5 µM enzyme 100;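 active = percent activation above the screen-wide mean plus 3 SD, cut at about 25% in these data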
Target sequence (P55210 whole entry D23A/D198A/D206A): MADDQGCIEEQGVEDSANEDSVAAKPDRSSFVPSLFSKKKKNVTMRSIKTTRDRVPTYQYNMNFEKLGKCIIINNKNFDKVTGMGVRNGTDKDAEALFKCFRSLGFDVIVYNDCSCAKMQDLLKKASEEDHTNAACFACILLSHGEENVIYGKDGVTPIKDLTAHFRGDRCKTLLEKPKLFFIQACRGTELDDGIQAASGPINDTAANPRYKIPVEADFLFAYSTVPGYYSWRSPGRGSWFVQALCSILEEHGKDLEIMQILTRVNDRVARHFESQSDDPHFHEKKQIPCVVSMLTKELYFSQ
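signal = Epi-absorbance of released pNA at 405 nm, two timepoints | assay system = Uncleavable procaspase-7 mutant enzyme | reagent = Ac-DEVD-pNA substrate, 400 µM as added | times = 1 h enzyme–compound preincubation and 2 h substrate reaction, both 25 °C | benchmarks = low DMSO alone, high DMSO plus 5 µM PC-7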
LAP4 TOR yeast – modulators of LAP4-GFP expression in yeast, primary screen, S. cerevisiae, multiplex flow cytometry, MLPCN library; 320,000 compounds, 0.34% hits; 3 h; median GFP as percent of DMSO wells; GFP response vs DMSO, % at 10 µM; AID 2023, 2009;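 active = GFP response vs DMSO above a set limit, about the screen mean plus 3 SD, cut at about 150% in these data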
RPL19A TOR yeast – RPL19A-GFP expression modulators in yeast, primary screen, cell-based, S. cerevisiae, multiplex flow cytometry, MLPCN; S. cerevisiae RPL19A-GFP strain, 3 h; hits give low values; 330,000 compounds, 0.3% hits; AID 2025, 2009; percent response vs DMSO, % at 10 µM;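 active = percent response vs DMSO below 50%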;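 note: median channel GFP fluorescence of the barcoded RPL19A-GFP strain; ratio of sample median GFP to plate DMSO average so 100% = DMSO; lower means less RPL19A-GFP as with rapamycin TOR inhibition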
procasp3 activ – activators of human procaspase-3 D3A mutant, primary screen, biochemical, absorbance, PC-3 D3A mutant, single concentration; AID 463141, 2010; activation, % at 8.5 µM; recombinant procaspase-3 D3A, Ac-DEVD-pNA absorbance 405 nm; 330,000 compounds, 0.11% hits; Caspase-3 (Homo sapiens), P42574;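 active = activation above the mean of all tested compounds plus 3 SD, cut at about 21% in these data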;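 note: 0% = DMSO alone and 100% = DMSO wells spiked with extra 5 µM PC-3 D3A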
Target sequence (P42574 whole entry D9A/D28A/D175A): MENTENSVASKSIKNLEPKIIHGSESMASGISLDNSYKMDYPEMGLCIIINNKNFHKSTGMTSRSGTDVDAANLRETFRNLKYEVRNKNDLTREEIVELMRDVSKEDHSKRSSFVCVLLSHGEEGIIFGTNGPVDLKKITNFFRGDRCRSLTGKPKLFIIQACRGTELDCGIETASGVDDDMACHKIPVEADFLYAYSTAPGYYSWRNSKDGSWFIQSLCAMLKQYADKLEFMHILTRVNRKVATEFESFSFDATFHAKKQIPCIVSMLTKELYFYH
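Evaluation: percent activation relative to control range; Material: Procaspase-3 D3A mutant, all three cleavage aspartates alanine; Compound: single dose, 8.5 µM nominal compound, 0.8% DMSO; Replication: one well per compound; Signal: absorbance at 405 nm, 0 and 120 min; Schedule: 1 h preincubation plus 2 h reaction at 25 °C.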
MEP2-GFP yeast – modulators of MEP2-GFP levels in yeast, primary screen, S. cerevisiae, multiplex flow cytometry, MLPCN library; S. cerevisiae MEP2-GFP strain, 3 h; 100% = DMSO control level; GFP response vs DMSO, % at 10 µM; 330,000 compounds, 0.51% hits; AID 2016, 2009;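 active = GFP response versus DMSO above a set limit, roughly screen mean plus 3 SD, cut at about 180% in these data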;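 note: median GFP fluorescence of the barcode-gated MEP2-GFP cells per well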
GASC-1 inh – inhibitors of GASC-1 histone demethylase, primary screen, biochemical, fluorescence, DELFIA europium | 330,000 compounds, 0.069% hits | GST-JMJD2C(1-420) H3K9me3 demethylation | inhibition, % at 2.35 µM | Lysine-specific demethylase 4C (Homo sapiens), Q9H3R0;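 active = more than half of a compound's replicate wells show inhibition beyond 50%, single wells judged on their own value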;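 note: signal counts dimethyl H3K9 product captured on neutravidin plate; 0% = median of DMSO wells and 100% = 0.3 times that DMSO median; strong numbers were not always called active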
Target sequence (Q9H3R0 1-420 limits assumed): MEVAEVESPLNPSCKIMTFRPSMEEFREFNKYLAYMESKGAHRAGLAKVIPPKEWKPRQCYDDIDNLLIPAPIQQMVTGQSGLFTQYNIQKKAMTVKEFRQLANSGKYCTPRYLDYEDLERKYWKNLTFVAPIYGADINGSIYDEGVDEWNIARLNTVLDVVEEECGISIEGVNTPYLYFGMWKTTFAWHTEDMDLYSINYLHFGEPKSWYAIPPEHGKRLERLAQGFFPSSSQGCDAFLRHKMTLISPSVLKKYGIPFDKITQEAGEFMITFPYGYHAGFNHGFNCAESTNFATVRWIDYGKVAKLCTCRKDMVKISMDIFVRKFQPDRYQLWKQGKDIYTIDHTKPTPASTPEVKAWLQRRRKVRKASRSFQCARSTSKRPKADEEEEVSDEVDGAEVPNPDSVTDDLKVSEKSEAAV
AHR activator – AHR activators, primary screen, cell-based, luminescence, luciferase reporter, human; Aryl hydrocarbon receptor (Homo sapiens), P35869; AHR-responsive luciferase reporter cells; activation, % at 5 µM; 320,000 compounds, 2.5% hits; AID 2796, 2010; in the data active = activation above about 47%;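 note: 0% = vehicle wells and 100% = reference agonist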
CR mimetic SO – reduction of superoxide in aged yeast, primary screen, HTS. AID 2690, 2010. S. cerevisiae aged cells, superoxide DHE fluorescence; hits give low values. 330,000 compounds, 0.18% hits. superoxide response (% of plate mean), % at 10 µM;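 active = superoxide response under a set limit, about three screen SD below normal, cut at about 65% in these data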;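 note: yeast aged for seven days with compound at 30 °C before DHE staining; 100% = average MFI of all compound-treated wells on the plate with controls excluded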
Active calls of the source: *; x = not tested or not shown; & = joins results of further samples.

canonical_smiles	MEP2-GFP yeast	LAP4 TOR yeast	RPL19A TOR yeast	GASC-1 inh	procasp3 activ	CR mimetic SO	procasp7 counter	AHR activator
CCc1ccc2[nH]c(=O)c(C(c3nnnn3Cc3ccco3)N3CCC(C)CC3)cc2c1 (stereo unspecified)	106	104	96	-1	13	102	17	2
CN(C)CCCN(C(=O)c1ccc2c(c1)OCCO2)c1nc2cc3c(cc2s1)OCO3	95	73	102	1	-1	95	-3	-5
CCCCC(=O)N1CC(=O)Nc2ccc(F)cc2C1c1ccc(F)cc1 (stereo unspecified)	103	100	92	-3	7	91	-15	5
CCOC(=O)c1cc2c(C)n(-c3ccc(N(C)C)cc3)c(C)c2cc(C(=O)OCC)c1=O	111	85	106	0	5	90	3	-1
COCCCNC(=O)/C(C#N)=C/c1c(N2CCCCCC2)nc2ccccn2c1=O	104	97	102	2	-3	106	-2	-3
O=C(CNC(=O)c1ccco1)Nc1ccc2c(c1)OCCO2	101	100	95	1	9	95	5	17
Cc1cc(C)n(-c2nc3ccccc3c(=O)n2OCc2ccc(Cl)cc2)n1	104	102	103	11	-4	89	4	49*
Cc1csc(=Nc2ccccc2)n1Cc1ccco1	112	100	108	5	-8	87	-15	1
Cc1ccc(CSc2sc(C(=O)c3ccccc3)c(N)c2C#N)cc1	105	103	101	-4	-5	95	-14	10
CC1CCN(C(=O)c2[nH]cnc2C(=O)N[C@@H](Cc2ccccc2)C(=O)OC(C)(C)C)CC1	93	123	92	1	0	92	-11	2
Cc1cc(Cl)ccc1OCC(=O)NCCOc1nc(N2CCCCC2)nc(N2CCOCC2)n1	98	92	92	5	2	89	1	-3
CC(C(=O)Nc1nncs1)N1C(=O)C2C3C=CC(C3)C2C1=O (stereo unspecified)	97	88	104	-4	-6	84	-11	-1
CN(CC(=O)N1CCC(C(N)=O)CC1)S(=O)(=O)c1ccc2ccccc2c1	113	83	104	22	10	115	4	-1
CC(C)CCN1C(Nc2ccccc2)=NC[C@@H]1Cc1ccccc1	89	108	92	-7	-2	105	-2	-2
Cc1cccc(N2CCN(C(=O)c3ccc(NS(=O)(=O)c4c(C)noc4C)cc3)CC2)c1C	101	95	97	-20&9	-6	111	17	1
CCc1ccc(Nc2nnc(SCC(=O)Nc3cccc(S(=O)(=O)NC4=NCCCCC4)c3)s2)cc1	103	99	99	4	1	104	-5	4
CCc1ccc(NC(=O)Cn2cnc3c(=O)n(C)c(=O)n(C)c32)cc1	107	102	99	-21	-1	103	0	3
CS(=O)(=O)N(Cc1ccccc1)c1ccc(C(=O)NCC2CCCO2)cc1 (stereo unspecified)	100	94	102	1	4	88	3	4
O=C1c2ccccc2C(=O)N1CCCc1c[nH]c2ccccc12	94	92	98	-4	-1	82	4	-5
COCCNS(=O)(=O)c1ccc2c3c(cccc13)C(=O)N2C	106	97	100	14	-5	106	-11	6
CCOC(=O)N1CCN(C(=O)c2ccc3c(=O)n(CCC4=CCCCC4)c(=S)[nH]c3c2)CC1	85	89	86	-10&1	-1	103	12	0
CC(C)(C)C(=O)Nc1ccccc1C(=O)Nc1cc(Cl)ccc1Cl	104	77	103	2	2	93	6	11
CCOC(=O)c1nn(-c2ccccc2)c2nc(Nc3ccccc3)cc(=O)n12	102	93	100	-14	-8	104	-2	2
CCC(CC)c1nnc(NC(=O)c2cccc(S(=O)(=O)N3CCc4ccccc43)c2)s1	105	96	99	13	0	80	1	8
Cc1ccc(C(=O)N/N=C\c2cccnc2)s1	108	111	112	10	5	98	3	21
Cc1ccc(NNC(=O)c2ccno2)c(C)c1	94	x	98	-20	-23	98	-17	6
CCCCNCc1ccc(OCc2ccc(Cl)nc2)c(OC)c1	90	100	90	-5	-3	105	4	0
Cc1ccc(NS(=O)(=O)c2cc(C(=O)Nc3cccc([N+](=O)[O-])c3)ccc2C)cc1	101	96	100	2	6	97	-1	6
COc1ccc(N2CCN(C(=O)CN3CCN(c4nc(-c5ccc(F)cc5)cs4)CC3)CC2)cc1	88	102	95	-6	9	86	1	-1
Cn1cnnc1SC(C(=O)Nc1cc(Cl)cc(Cl)c1)c1ccccc1 (stereo unspecified)	105	100	105	4	3	114	-5	4
Cc1oc(-c2ccoc2)nc1CN(Cc1ccccc1)CC1CC1	92	98	98	-8	-1	100	-4	2
Cc1ccc(NS(=O)(=O)c2ccc(NC(=O)c3ccc(Br)o3)cc2)c(C)c1	99	111	98	4	2	118	0	22
CCOc1ccc(NS(=O)(=O)c2ccc(NC(=O)C3CCCO3)cc2)cc1 (stereo unspecified)	107	97	97	0	-2	93	6	2
COc1ccc(OCC(=O)N/N=C\c2ccco2)cc1	100	107	104	-7	4	84	-4	3
COc1ccc(CN2C(=O)c3cccnc3C2=O)cc1S(=O)(=O)NCc1ccco1	101	97	96	-8	-2	79	1	-1
O=C(OCC(=O)N1CCCCCC1)c1ccc(Br)c(S(=O)(=O)N2CCOCC2)c1	102	90	98	-8	2	95	5	0
CNC(=O)COC(=O)c1ccc([N+](=O)[O-])cc1Cl	102	92	100	3	-3	118	-4	-3
COc1ccc(CN2CCN(Cc3cccc4nonc34)CC2CCO)c(C)c1C (stereo unspecified)	96	104	98	-10	5	101	-5	0
CC1=N/C(=C\c2ccccc2Cl)C(=O)O1	109	110	104	-10	-12	88	4	1
CC(=O)N/C(=N/c1nc(C)cc(C)n1)Nc1ccc(NC(C)=O)cc1	101	100	101	0	-4	99	4	15
C=CCn1c(C)cc(C(=O)CSc2nc3ccccc3o2)c1C	106	104	94	-1	-6	96	5	4
CC(C)(C)c1cc(CN(CCO)CCO)cc(C(C)(C)C)c1O	97	112	101	7	-13	128	-2	-4
O=C(CCCN1C(=O)c2cccnc2C1=O)Nc1ccccc1F	96	101	102	6	1	89	7	-3
COC(=O)C(=C/C=C/c1cccnc1)C(=O)OC	96	95	96	1	1	99	4	-1
CCCCSc1nnc(-c2ccc(NC(=O)CC)cc2)n1C	95	76	97	4	1	96	-5	3
O=C(NC(=S)NC1CCSC1=O)c1cccs1 (stereo unspecified)	109	100	106	8	-16	96	-11	4
COc1ccc(-c2c(C#N)c(N)nc3c2CCc2ccccc2-3)cc1OC	88	87	94	1	34*	95	65*	-4
Cc1cc(NC(=O)COC(=O)c2cccc(O)c2)no1	96	96	106	-5	0	92	14	1
CC(C)(C)c1ccc(CNc2cc(N3CCOCC3)ccc2[N+](=O)[O-])cc1	113	104	104	-3	5	103	-3	2
COc1ccc(OC)c(CCNC(=O)CN2C(=O)CCSc3ccccc32)c1	103	96	100	-2	-1	94	4	2

Three structures out of the list, arranged by formula weight, lowest first:
canonical_smiles	MEP2-GFP yeast	LAP4 TOR yeast	RPL19A TOR yeast	GASC-1 inh	procasp3 activ	CR mimetic SO	procasp7 counter	AHR activator
COc1ccc(OCC(=O)N/N=C\c2ccco2)cc1	100	107	104	-7	4	84	-4	3
O=C1c2ccccc2C(=O)N1CCCc1c[nH]c2ccccc12	94	92	98	-4	-1	82	4	-5
CCOc1ccc(NS(=O)(=O)c2ccc(NC(=O)C3CCCO3)cc2)cc1 (stereo unspecified)	107	97	97	0	-2	93	6	2

One compound at a time (already shown):
CNC(=O)COC(=O)c1ccc([N+](=O)[O-])cc1Cl is listed as MEP2-GFP yeast = 102; LAP4 TOR yeast = 92; RPL19A TOR yeast = 100; GASC-1 inh = 3; procasp3 activ = -3; CR mimetic SO = 118; procasp7 counter = -4; AHR activator = -3
COc1ccc(CN2CCN(Cc3cccc4nonc34)CC2CCO)c(C)c1C (stereo unspecified) is listed as MEP2-GFP yeast = 96; LAP4 TOR yeast = 104; RPL19A TOR yeast = 98; GASC-1 inh = -10; procasp3 activ = 5; CR mimetic SO = 101; procasp7 counter = -5; AHR activator = 0
Cc1ccc(NS(=O)(=O)c2ccc(NC(=O)c3ccc(Br)o3)cc2)c(C)c1 is listed as MEP2-GFP yeast = 99; LAP4 TOR yeast = 111; RPL19A TOR yeast = 98; GASC-1 inh = 4; procasp3 activ = 2; CR mimetic SO = 118; procasp7 counter = 0; AHR activator = 22

More results.
canonical_smiles	MEP2-GFP yeast	LAP4 TOR yeast	RPL19A TOR yeast	GASC-1 inh	procasp3 activ	CR mimetic SO	procasp7 counter	AHR activator
CC(=O)Oc1ccccc1N(C(C)=O)S(=O)(=O)c1cccc([N+](=O)[O-])c1	96	98	93	-18	-3	94	7	1
COc1cccc(OCC(O)CN2CCN(c3ncccn3)CC2)c1 (stereo unspecified)	98	94	98	-3	5	111	7	1
COCCN1C=C(C(=O)OC)C(c2cc3c(cc2Br)OCO3)C(C(=O)OC)=C1	90	92	95	-1	2	89	1	1
Cc1ccsc1C(=O)Nc1ccc(S(=O)(=O)N2CCOCC2)cc1	101	108	97	-7	-2	112	1	0
CC(NC(=O)COC(=O)C1CC2CCCC(C1)C2=O)c1ccccc1 (stereo unspecified)	97	99	98	x	8	112	5	0
CCC1(C)C2(C#N)C(N)=NC(OC)(OC)C12C#N (stereo unspecified)	112	99	100	5	-7	94	2	5
O=C1NCCN1CCNS(=O)(=O)c1ccc2ccccc2c1	100	98	104	10	2	109	-2	0
CN(CC(=O)Nc1ccc(F)c(F)c1F)C(=O)CC1CCCCC1	101	97	101	9	-10	109	-2	1
CC(OC(=O)c1cc(Br)ccc1O)C(=O)NCc1ccc2c(c1)OCO2 (stereo unspecified)	106	91	103	-26	6	124	5	1
COc1ccc(CCNC(=O)C2CCN(C(=O)c3ccc(C(C)(C)C)cc3)CC2)cc1OC	111	96	104	8	0	102	0	8

Three successive compounds out of the list so far:
canonical_smiles	MEP2-GFP yeast	LAP4 TOR yeast	RPL19A TOR yeast	GASC-1 inh	procasp3 activ	CR mimetic SO	procasp7 counter	AHR activator
CN(CC(=O)Nc1ccc(F)c(F)c1F)C(=O)CC1CCCCC1	101	97	101	9	-10	109	-2	1
CC(OC(=O)c1cc(Br)ccc1O)C(=O)NCc1ccc2c(c1)OCO2 (stereo unspecified)	106	91	103	-26	6	124	5	1
COc1ccc(CCNC(=O)C2CCN(C(=O)c3ccc(C(C)(C)C)cc3)CC2)cc1OC	111	96	104	8	0	102	0	8
